Wnt act – activators of Wnt/beta-catenin signaling. AID 743398. 300,000 tested, 1.2% active. Wnt/beta-catenin reporter cell assay, activator, plate reader. activation, % at 9.35 µM; in the data active means activation above about 30%, passing the limit was not always enough;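 further: 0% = neutral control wells and 100% = positive control wells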
E coli growth – bacterial growth inhibition, counter-screen for AddAB inhibitors; inhibition, % at 11.9 µM; 330,000 tested, 0.27% active; E. coli V3065 growth, OD600 absorbance, 18 h;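 active means inhibition above the campaign's mean inhibition across all tested compounds plus 3 SD, cut at about 9.9% in these data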;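 further: uninfected addAB+ strain grown without phage in ampicillin broth; 0% = DMSO wells and 100% = ciprofloxacin 0.95 µg/ml wells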
PvdQ acylase – blocks Pseudomonas aeruginosa PvdQ acylase activity; purified PvdQ acylase, fluorescence plate reader; inhibition, % at 10 µM; 340,000 tested, 0.063% active; in the data active means inhibition above about 30%, passing the limit was not always enough;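 further: 0% = vehicle neutral wells and 100% = reference inhibitor wells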
DAGLB inhibitor – diacylglycerol lipase beta (human) inhibition | AID 504411 | HEK293T DAGLB membrane lysate, EnzChek fluorogenic substrate | inhibition, % at 5.17 µM | 340,000 tested, 0.059% active | Q8NCG7; in the data active means inhibition above about 34%;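 further: 0% = enzyme with vehicle and 100% = wells lacking enzyme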
Target sequence (Q8NCG7 whole entry, looked up): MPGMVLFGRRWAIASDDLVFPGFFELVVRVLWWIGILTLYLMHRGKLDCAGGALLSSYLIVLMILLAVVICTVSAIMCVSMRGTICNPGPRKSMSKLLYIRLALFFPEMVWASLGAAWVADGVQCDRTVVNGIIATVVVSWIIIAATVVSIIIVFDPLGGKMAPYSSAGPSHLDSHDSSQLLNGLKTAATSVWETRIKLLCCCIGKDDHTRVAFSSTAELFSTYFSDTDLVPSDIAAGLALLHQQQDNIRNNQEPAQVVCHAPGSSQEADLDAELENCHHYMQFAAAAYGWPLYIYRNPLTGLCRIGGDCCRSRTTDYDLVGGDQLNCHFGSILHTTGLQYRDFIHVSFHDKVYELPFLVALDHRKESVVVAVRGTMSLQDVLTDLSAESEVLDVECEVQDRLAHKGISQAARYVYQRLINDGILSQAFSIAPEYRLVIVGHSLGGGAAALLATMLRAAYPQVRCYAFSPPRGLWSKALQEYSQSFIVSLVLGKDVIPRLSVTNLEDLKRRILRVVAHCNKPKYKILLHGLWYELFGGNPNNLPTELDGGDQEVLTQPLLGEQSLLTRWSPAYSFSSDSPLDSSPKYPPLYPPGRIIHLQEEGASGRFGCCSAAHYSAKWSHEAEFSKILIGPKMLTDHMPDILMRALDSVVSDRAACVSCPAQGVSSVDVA
AddAB inh – less growth of phage-infected E. coli with AddAB; E. coli expressing H. pylori AddAB, absorbance growth; 330,000 tested, 0.29% active; inhibition, % at 11.9 µM; in the data active means inhibition above about 12%;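 further: 0% = vehicle wells of infected cells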
CAL PDZ inh – inhibitors of human CAL PDZ peptide binding | AID 504414 | purified CAL PDZ, TMR-peptide fluorescence polarization, 1 h | 330,000 tested, 0.02% active | inhibition, % at 20 µM;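 active means highest replicate inhibition of at least 40%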;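 further: plate controls were DMSO neutral control wells for no effect and unlabeled competitor peptide control wells for full effect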
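Test system: tagged CAL PDZ domain / Buffer or medium: sodium phosphate/NaCl buffer pH 7.4 with TCEP, IgG, Thesit / Reagent: TMR-labelled reporter peptide T*-PRC34 bound in PDZ groove / Compound dosing: single point, 20 µM / Schedule: 1 h incubation at room temperature before polarization reading / Technique: fluorescence polarization (mP) / Benchmarks: unlabelled peptide, DMSO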
Tat transport – E. coli Tat transport inhibition | E. coli MC4100 TorA-mCherry Tat export, fluorescence | inhibition, % at 10 µM | 340,000 tested, 0.036% active | AID 488895;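 active means mean replicate inhibition at least 50% and at least half of replicates individually reaching 50%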;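 further: exported cargo escapes ClpAP degradation while cytoplasmic cargo is degraded and loses fluorescence; 0% = median of neutral control wells and 100% = median of NaSCN control wells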
Rtt109 HAT inh – inhibitors of Candida albicans Rtt109/Vps75 histone acetyltransferase; Q5AAJ8; purified Rtt109/Vps75, ThioGlo CoA-SH fluorescence, 4 h; 330,000 tested, 0.16% active; AID 540336; inhibition, % at 34.9 µM;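 active means inhibition of at least 50% in every replicate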
Target sequence (Q5AAJ8 whole entry, looked up): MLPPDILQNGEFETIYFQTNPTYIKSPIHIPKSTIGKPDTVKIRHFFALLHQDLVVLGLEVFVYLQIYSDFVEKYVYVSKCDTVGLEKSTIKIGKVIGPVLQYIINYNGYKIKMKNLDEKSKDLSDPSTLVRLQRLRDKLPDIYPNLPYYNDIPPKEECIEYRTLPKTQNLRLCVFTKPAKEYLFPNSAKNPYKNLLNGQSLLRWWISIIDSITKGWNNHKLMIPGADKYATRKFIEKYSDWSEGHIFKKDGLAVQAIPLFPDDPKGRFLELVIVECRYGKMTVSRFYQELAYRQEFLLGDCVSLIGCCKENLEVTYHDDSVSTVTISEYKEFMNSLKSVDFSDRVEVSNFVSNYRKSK
PfHsp90 yeast 2 – growth inhibition of yeast expressing Plasmodium Hsp90 | S. cerevisiae expressing PfHsp90, BacTiter-Glo ATP, 48 h; yeast lacking PDR1 and PDR3 efflux regulators | inhibition, % at 9.4 µM | 310,000 tested, 0.32% active | AID 504621;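 active means every replicate shows inhibition above about 80%, whatever the replicate mean, limit read from the data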;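 further: 0% = DMSO neutral controls and 100% = 20 µM radicicol positive controls; yeast relying on Plasmodium falciparum Hsp90 in place of its own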
phage Ecoli inh – E. coli growth loss with phage present | 360,000 tested, 0.26% active | AID 651602 | inhibition, % at 11.9 µM | growth absorbance; in the data active means inhibition above about 11%
Active calls of the source: *; nt = no result given.

SMILES	Wnt act	E coli growth	PvdQ acylase	DAGLB inhibitor	AddAB inh	CAL PDZ inh	Tat transport	Rtt109 HAT inh	PfHsp90 yeast 2	phage Ecoli inh
CCCNC(=O)Nc1ccc(F)c(Cl)c1	-6	-1.7	8	0	-0.4	-1.1	3	-6	14	4.7
COC(=O)c1cc(OC(=O)CCc2ccc(OC)c(OC)c2)cc(C(=O)OC)c1	-3	-0.1	-10	-3	0.7	-1.3	1	-3	-6	1.0
CCOc1cc(CN2CCN(C(=O)c3ccco3)CC2)ccc1OC	nt	3.1	-10	3	0.8	-0.1	-8	3	21	2.6
CCc1ccc(NC(=O)C2CCN(c3c(N4CCCC4)c(=O)c3=O)CC2)cc1	-1	-2.3	-2	2	0.3	-0.4	3	-2	-34	2.4
Cc1ccc2c(c1)n([O-])c1c([n+]2=O)CCCC1	-3	1.1	0	-1	0.8	nt	-4	2	6	-0.9
CC1CCCCC12NC(=O)N(CC(=O)Nc1cccc(S(=O)(=O)N3CCCCC3)c1)C2=O (stereo not given)	2	1.9	-1	1	-3.1	-1.3	3	2	20	1.5
Cc1ccc(NS(=O)(=O)c2ccc(NC(=O)N3CCCCC3)cc2)cc1	0	0.9	-9	2	3.5	-4.2	14	-17	2	2.1
O=C1NN=C(c2ccc(Cl)cc2)CC1c1cccc(Cl)c1 (stereo not given)	1	0.3	-11	-4	5.3	-2.6	7	-7	nt	4.2
NC/C(=N\O)c1ccc(Cl)cc1Cl	7	2.7	0	1	2.5	0.0	9	0	3	2.0
CCC(C)c1c(O)nc(SCC(=O)N2CCCCCC2)[nH]c1=O (stereo not given)	-2	-2.2	-16	-2	0.0	-0.7	7	-73	31	0.7
COc1ccc(-c2cc(C(=O)Nc3cc(C)nn3-c3ccccc3)no2)cc1	16	-1.5	11	-3	-0.1	1.4	-7	0	2	1.5
CC1CCC(C(=O)NC(C(=O)NCCc2ccc(S(N)(=O)=O)cc2)C(C)C)CC1 (stereo not given)	0	-0.9	-6	-1	-1.2	-1.4	1	13	-5	2.6
Nc1ccn(Cc2cccc(F)c2)n1	-1	-0.7	-7	-4	-0.3	-1.8	-3	-6	-23	1.8
Clc1ccc(Cn2cc(/C=N/n3cnnc3)c3ccccc32)c(Cl)c1	nt	4.7	5	1	2.4	-0.5	-9	-1	-17	2.1
CC(C)N(CCO)C(=O)CCc1nnc(CCCc2ccccc2)o1	22	-2.0	3	0	-0.3	-0.9	-6	7	7	4.1
CCOC(=O)N1CCN(C(=S)NC)CC1	0	-0.6	-2	1	-7.2	-0.5	-4	2	-14	0.9
CCCCc1c(CCC)c(=N)c2ccccc2n1C	1	0.6	-14	-2	1.2	-1.1	0	1	20	0.9
O=C1CCc2cc(S(=O)(=O)NCc3ccccc3Cl)ccc2N1	-3	-2.6	-4	-1	1.6	-0.7	-3	-2	-29	-1.3
O=C(COc1ccc2c(c1)CCC2)N1CCN(c2cccc(C(F)(F)F)c2)CC1	-4	-1.6	-13	-7	-0.2	-1.9	8	-2	-4	3.4
CCC(C)(C)n1nnnc1C(c1cc2cc3c(cc2[nH]c1=O)OCO3)N1CCCCC1 (stereo not given)	-2	-0.8	-17	2	1.1	-1.0	5	-12	-5	nt

Four compounds picked at random from the list so far, as already listed:
SMILES	Wnt act	E coli growth	PvdQ acylase	DAGLB inhibitor	AddAB inh	CAL PDZ inh	Tat transport	Rtt109 HAT inh	PfHsp90 yeast 2	phage Ecoli inh
O=C1CCc2cc(S(=O)(=O)NCc3ccccc3Cl)ccc2N1	-3	-2.6	-4	-1	1.6	-0.7	-3	-2	-29	-1.3
CCOC(=O)N1CCN(C(=S)NC)CC1	0	-0.6	-2	1	-7.2	-0.5	-4	2	-14	0.9
COC(=O)c1cc(OC(=O)CCc2ccc(OC)c(OC)c2)cc(C(=O)OC)c1	-3	-0.1	-10	-3	0.7	-1.3	1	-3	-6	1.0
CCC(C)(C)n1nnnc1C(c1cc2cc3c(cc2[nH]c1=O)OCO3)N1CCCCC1 (stereo not given)	-2	-0.8	-17	2	1.1	-1.0	5	-12	-5	nt

Next part
SMILES	Wnt act	E coli growth	PvdQ acylase	DAGLB inhibitor	AddAB inh	CAL PDZ inh	Tat transport	Rtt109 HAT inh	PfHsp90 yeast 2	phage Ecoli inh
CC(C)=CCC/C(C)=C/COc1c2occc2cc2ccc(=O)oc12	-1	0.1	-11	-11	2.1	-4.3	7	-11	-45	2.2
O=C(O)c1cnc(-c2ccccc2)nc1Sc1ccccc1	1	0.5	3	0	1.0	-4.2	1	7	nt	2.7
CN[C@H](CC(=O)O)C(=O)O	0	-2.5	-3	2	-4.8	0.7	10	-2	-20	3.0
CCc1ccc(CNC(=O)C2CC(=O)N(CCc3ccc(C)cc3)C2)cc1 (stereo not given)	nt	-0.7	-2	-2	-0.9	-1.4	3	3	-3	-0.5
CC(Sc1ncnc2sc(-c3ccccc3)cc12)C(N)=O (stereo not given)	8	0.6	-3	-3	6.1	-2.2	-1	-12	-6	3.7
CCOC(=O)c1ccc(NC(=O)C(C)N2C(=O)c3ccccc3C2=O)cc1 (stereo not given)	1	0.1	-15	-5	1.0	-2.7	-3	8	-10	2.2
COc1ccc(NC2CCCN(C(=O)c3ccccc3N3CCOCC3)C2)cc1OC (stereo not given)	-2	4.5	-10	4	2.2	-1.6	-6	-5	-8	3.8
COc1ccc(-c2c(C(C)=O)c(C)nc3sc4c(=O)n(-c5ccc(C)cc5)nnc4c23)cc1	nt	-0.7	-12	-4	0.5	-2.3	1	-6	0	3.3
Cc1onc(-c2ccccc2)c1C(=O)Nc1cccnc1	nt	-1.2	5	-2	-1.0	0.6	-5	-1	-6	2.4
CC(C)Cn1c(=O)c(C(=O)Nc2cnccn2)c(O)c2ccccc21	nt	3.0	7	5	0.5	-0.8	8	-4	11	0.7
COc1ccc(C(=O)C(C)OC(=O)COc2ccccc2)cc1 (stereo not given)	0	1.7	-7	-4	0.2	1.0	2	-5	nt	0.7
COc1ccccc1/C=C/C(=O)OCC(=O)NCc1ccco1	0	-0.3	-4	-9	1.5	-1.3	-6	-4	-7	0.9
CCCCCc1cccnc1	8	-1.0	5	1	0.3	-2.5	-3	9	8	2.5
COc1ccc(Br)cc1CN1CCCCCCC1	3	-2.5	-6	-2	4.1	-2.6	-5	2	-7	3.3
CCCCOc1ccc(CC(=O)NCC(=O)O)cc1	nt	1.5	-1	1	-1.3	-2.2	3	-4	-22	3.4
COc1ccc(OC)c(NC(=O)c2ccccc2N(C)S(=O)(=O)c2ccc(C)cc2)c1	4	-1.2	4	-3	-1.1	-0.5	-10	8	26	-1.5
CCCN(CC1CCCO1)C(=O)CCc1nnc(-c2cc(C)on2)o1 (stereo not given)	2	1.5	-17	-1	0.2	-3.4	3	2	27	3.9
COC(=O)N/N=C/c1cccnc1	2	-1.6	-30	1	3.0	0.2	-2	7	1	0.1
Cc1nc2cc(-c3cccs3)nn2c(NCC(C)(C)CN(C)C)c1C	nt	-0.9	11	-2	-0.3	-3.0	-5	nt	0	3.2
O=C(CCS(=O)(=O)c1ccc(Cl)cc1)N1CCCc2ccccc21	14	-1.1	5	-3	0.9	-0.4	0	23	3	0.6
CCS(=O)(=O)N1CCN=C1SCc1cccc(F)c1	-1	-0.4	-8	-3	1.0	-0.5	-3	4	0	1.1
O=C(NCCOc1ccccc1)C(=O)NCC1CCCO1 (stereo not given)	3	-2.0	-16	-3	0.6	0.7	-1	-4	nt	3.6
Cc1c(C(=O)N/N=C/c2ccc(N3CCOCC3)cc2)nc2ccccn12	0	0.5	3	-2	3.1	1.1	13	13	-4	3.0
Cc1nc(NC(=O)CCCC(=O)Nc2nc(C)c(C)s2)sc1C	nt	0.2	1	3	1.4	-0.5	-6	-2	nt	4.1
C=CC[C@@H](Cc1ccc(F)cc1)C(=O)OC[C@@H]1CCCN1C(=O)[C@H](CC=C)CC(=O)N(CCO)Cc1ccccc1	-10	-1.5	-3	-1	1.4	-1.0	30	16	-3	1.3
O=C(OC1CCCCC1=O)c1ccc(S(=O)(=O)Nc2ccccc2)cc1 (stereo not given)	1	-1.6	-4	-2	-0.7	-1.3	0	3	-9	1.2
CC(=O)Nc1ccc(S(=O)(=O)NNC(=O)c2ccc3c(c2)OCO3)cc1	0	-0.9	-7	1	-1.4	-2.4	-6	-5	-8	1.3
O=C(O)CNC(=S)N(Cc1ccco1)Cc1ccccc1Cl	-3	0.6	-5	3	5.1	0.5	-4	2	-19	2.8
CC(C)[C@H](NC(=O)c1ccccc1)C(=O)N1CCc2ccccc21	-2	2.5	0	4	1.3	-3.0	0	nt	10	3.2
CCN(CC(=O)Nc1c(F)cccc1F)C(=O)c1cc(-c2cccs2)nn1-c1ccccc1	-5	0.7	-2	2	-0.8	-2.6	4	3	nt	4.6
COc1ccc(C2Nc3ccccc3C(=O)N2Cc2ccccc2)cc1CSc1ccccn1 (stereo not given)	-4	-0.7	-9	-2	1.4	0.1	-3	2	-4	2.8
Cc1ccc(SCCSc2nc(N)cc(=O)[nH]2)cc1	-1	2.1	-8	0	6.3	-1.5	0	1	-13	3.8
CC(=O)Nc1cccc(NS(=O)(=O)c2cc3c4c(c2)CCN4C(=O)CC3)c1	-2	-0.4	-10	1	-0.2	-1.2	-6	-6	35	-0.7
Cc1nnc(SCC(=O)Nc2cccc(S(=O)(=O)N(C)c3ccccc3)c2)s1	-3	1.3	-8	-3	1.8	-1.6	-2	4	13	2.8
COc1ccc(OC)c(C=Nc2ccccc2-c2nc3ccccc3[nH]2)c1	0	0.1	-31	-1	0.5	0.1	-16	-46	-7	3.0
Cc1cccc2c1cnn2C(=O)Nc1cc(F)ccc1F	1	-1.8	-15	0	-2.4	-0.1	-3	6	-10	1.2
O=C(O)c1cc(-c2ccc(Cl)s2)[nH]n1	3	-0.2	-4	4	-1.8	-0.7	6	-17	11	2.5
CC1=NN(c2ccccc2)C(=O)/C1=C\c1cc(C)n(-c2ccccc2)c1C	11	-2.0	-13	1	0.3	-0.7	0	0	-16	3.6
CCC(C)[C@H](NC(=O)[C@@H]1Cc2c([nH]c3ccccc23)C2c3ccccc3C(=O)N21)C(=O)NCC1CCCO1 (stereo not given in full)	-2	-0.3	-25	-1	4.5	-0.7	-2	18	25	-0.2
CNC(=O)COc1coc(CN2CCN(c3ccc(OC)cc3)CC2)cc1=O	-3	-0.3	-5	0	0.4	1.7	0	-6	20	0.6
Nc1cc(C(=O)OCC(=O)NCCCc2ccccc2)ccc1Cl	-1	-1.2	13	-4	0.3	-0.3	2	-1	-7	1.2
CC(Oc1ccc(Cl)cc1Cl)c1ccn[nH]1 (stereo not given)	6	-1.1	-13	-4	-1.8	-0.3	3	7	-8	5.0
CC12CCC(=O)C=C1CCC1C2C(O)CC2(C)C(c3csc(N)n3)CCC12 (stereo not given)	-6	nt	-9	3	nt	-0.8	4	0	-10	2.5
C[C@H](CO)N1C[C@H](C)[C@@H](CN(C)S(=O)(=O)c2ccc(F)cc2)Oc2ccc(NC(=O)Nc3ccccc3)cc2C1=O	-10	-0.8	-6	-2	0.9	-2.0	4	6	-38	2.2
COc1ccccc1CC(=O)Nc1cccc(S(=O)(=O)N2CCOCC2)c1	-2	-3.7	4	-2	-1.3	-2.4	6	14	5	2.7
O=C(CSc1nc2ccccc2c(=O)n1Cc1ccc(F)cc1)NCC1CCCO1 (stereo not given)	-5	0.2	-9	-2	1.3	-8.4	2	-1	-1	-1.3
Cc1cc(Cl)ccc1OC(C)C(=O)N1CCCN(C(=O)C(C)Oc2ccc(Cl)cc2C)CC1 (stereo not given)	-5	-0.7	-11	-8	1.1	-0.6	18	1	1	0.9
